TSG101-PTAP inh – blocks PTAP/TSG101 interaction to inhibit HIV-1 budding. Q99816. Fluorescence polarization, FITC-PTAP peptide / Tsg101 binding. Potency, µM (top dose mostly 115 µM), for the others: top-dose activity change, negative = inhibition, hits mostly inhibitors. 340,000 tested, under 10 active. AID 493005; active means well fitted inhibition curve with a large enough effect in the main read-out, with a control signal flat, not every such curve was filed as active; inconclusive means small, poorly fitted or top-dose-only effect, or effect the other way, or a change in a side signal; inactive means no such curve, though single readings can be large or run the other way; further: potency means the concentration at half of the fitted maximal effect; % of control where 0% means no effect
Target sequence (Q99816 whole entry, looked up): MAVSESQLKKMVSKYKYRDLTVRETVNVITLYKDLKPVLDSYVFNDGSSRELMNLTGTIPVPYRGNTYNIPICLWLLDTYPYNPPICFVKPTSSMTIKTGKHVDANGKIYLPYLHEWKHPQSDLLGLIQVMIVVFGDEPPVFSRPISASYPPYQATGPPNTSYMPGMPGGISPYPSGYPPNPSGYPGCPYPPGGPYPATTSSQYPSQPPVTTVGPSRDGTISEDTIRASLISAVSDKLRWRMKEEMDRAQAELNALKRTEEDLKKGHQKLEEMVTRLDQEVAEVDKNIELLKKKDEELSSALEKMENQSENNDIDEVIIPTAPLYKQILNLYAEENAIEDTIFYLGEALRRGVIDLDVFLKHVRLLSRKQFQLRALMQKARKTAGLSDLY
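Fluorescence polarization binding of Tsg101 binding domain (10 uM final) to FITC-labeled PTAP peptide (50 nM final) in HEPES pH 7.5 buffer with NaCl, Tween 20, EDTA, TCEP. Compounds added before peptide; binding 20 min at RT.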
TRPV1 agonist – agonists of human vanilloid receptor 1 (TRPV1); TRPV1-expressing cells, Fluo-8 calcium influx, agonist mode; activation, % at 8.33 µM; actives 0.19% (n = 320,000); AID 540275; Q8NER1; in the data active means activation above about 80%; inconclusive means between about 30% and that limit; further: 0% is about no effect
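Cells expressing TRPV1 were dye-loaded with Fluo-8 and read kinetically: 10 s baseline, 3 min after compound (agonist portion), then 2 min after EC20 capsaicin (allosteric enhancer portion). Calcium-bound dye fluorescence at 480/520 nm.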
ELG1 genotoxic – induces genotoxicity in HEK293T cells with luciferase-tagged ELG1 | AID 504466 | actives 1.3% (n = 330,000) | Potency, µM (top dose mostly 46 µM), for the others: at the top dose activity change, positive = activation, usual class: activators | HEK293T ELG1-luciferase reporter, luminescence, 16 h; further: potency means the concentration at half of the fitted maximal effect; % of control where 0% means no effect; nearly all actives have a fitted effect of over 60% in size
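Luminescence read-out: rising ELG1-luciferase signal, reflecting elevated ELG1 protein under genetic stress, flags genotoxic compounds. Cells were treated for 16 hr at 37 °C before ONE-Glo detection.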
uPA generation – blocks generation of uPA at the cell surface | actives 0.31% (n = 330,000) | cell surface uPA generation assay, qHTS | Potency, µM (top dose mostly 38.3 µM), for the others: at the top dose activity change, negative = inhibition, most hits filed as inhibitors | AID 540303; active means well fitted inhibition curve with a large enough effect; inconclusive means small, poorly fitted or top-dose-only effect; inactive means no such curve, though single readings can be large or run the other way; tested in mouse RAW 264.7 cells; further: potency means the concentration at half of the fitted maximal effect; on the % scale 0 is the no-effect control and ±100 the full control effect; nearly all actives have a fitted effect of over 55% in size
a7 integrin act – activates integrin-mediated alleviation for muscular dystrophy; alpha7betagal myoblasts, beta-gal FDG fluorescence, 48 h; Potency, µM (top dose mostly 38.3 µM), for the others: at the top dose activation, hits mostly activators; actives 0.064% (n = 350,000); AID 624291;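 further: potency means the concentration at half of the fitted maximal effect; 100% = response of the positive control SU9516; nearly all actives have a fitted effect of over 60% in size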
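Alpha7betagal+/- myoblasts (passage 13) were plated 16-24 hr, then exposed to compounds (1:260 dilution of DMSO stock) for 48 hours at 37C. After MPER lysis, β-galactosidase reporter activity was read as FDG fluorescence (ex 480/em 540) after 30 minutes.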
BRCA1 expr act – BRCA1 expression activation. MCF7-BRCA1-FFLuc reporter, luminescence, 48 h; response scale: scaled: vehicle 0%, 10 µM genistein 100%. Potency, µM (doses to about 46.1 µM), for the others: at the top dose activation, usual class: activators. actives 1.1% (n = 380,000); further: potency means the concentration at half of the fitted maximal effect; nearly all actives have a fitted effect of over 80% in size; some results filed as inactive show a strong effect at the top dose
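Cells: MCF7-BRCA1-FFLuc, 2000/well. Exposure: 48 h, 37 °C, 5% CO2. Read: luminescence, 15 min post-substrate. Controls: genistein 10 microM (maximal activation), DMSO (neutral).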
B2AR arrestin – agonists driving beta-arrestin recruitment to human beta2-adrenergic receptor. Potency, µM (highest dose often 46.1 µM), inactives show at the top dose activation, hits mostly activators. beta-arrestin recruitment to beta2AR, cell-based reporter. actives 0.02% (n = 330,000). P07550;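 further: potency means the concentration at half of the fitted maximal effect; 0% = DMSO controls and full agonism = EC100 isoproterenol or metaproterenol; nearly all actives have a fitted effect of over 65% in size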
Eya2 inh – blocks the phosphatase activity of human Eya2; O00167; AID 488837; recombinant Eya2, OMFP fluorescence dephosphorylation (OMFP is methylfluorescein phosphate); Potency, µM (top dose mostly 76.9 µM), inactives show top-dose activity, negative = inhibition, hits mostly inhibitors; actives 0.006% (n = 330,000); further: potency means the concentration at half of the fitted maximal effect; on the % scale 0 is the no-effect control and ±100 the full control effect
Target sequence (O00167 whole entry, looked up): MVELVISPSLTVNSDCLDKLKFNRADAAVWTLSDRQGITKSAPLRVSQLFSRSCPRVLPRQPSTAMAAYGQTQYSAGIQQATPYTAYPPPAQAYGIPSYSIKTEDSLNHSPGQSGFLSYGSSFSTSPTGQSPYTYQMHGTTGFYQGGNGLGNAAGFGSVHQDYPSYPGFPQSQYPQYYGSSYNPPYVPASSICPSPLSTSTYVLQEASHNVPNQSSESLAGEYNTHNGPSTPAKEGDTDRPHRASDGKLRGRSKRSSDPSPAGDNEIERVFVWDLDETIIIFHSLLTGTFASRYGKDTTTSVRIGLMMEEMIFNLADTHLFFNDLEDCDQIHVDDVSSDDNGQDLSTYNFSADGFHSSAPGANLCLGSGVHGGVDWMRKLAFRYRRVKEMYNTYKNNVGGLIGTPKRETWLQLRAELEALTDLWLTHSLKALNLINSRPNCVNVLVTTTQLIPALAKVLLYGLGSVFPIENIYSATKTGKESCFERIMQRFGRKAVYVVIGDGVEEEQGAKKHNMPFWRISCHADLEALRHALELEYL
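Eya2 (0.2 uM) preincubated 10 min at ambient with compound, then OMFP substrate added at 50 uM; 10 min reaction in 50 mM HEPES pH 7.5, 50 mM NaCl, 5 uM MgCl2, 0.05% BSA, 1 mM DTT. Fluorescence read at Ex 485/Em 525 nm.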
p53 reactivation – re-activators of mutant p53; H1299 p53-A138V BP100-luciferase reporter, luminescence, 24 h; Potency, µM (titrated, usually from 92.2 µM), for inactives: top-dose activity change, positive = activation, usual class: activators; actives 0.063% (n = 320,000); further: potency means the concentration at half of the fitted maximal effect; % of control where 0% means no effect; nearly all actives have a fitted effect of over 45% in size
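p53-null H1299 cells stably carrying temperature-sensitive p53-A138V and a BP100-luciferase reporter were pinned with compounds (4-point, 1:5 series) and held 24 hrs at 37 deg C. Luminescence was read 10 min after detection reagent.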
S-ASM inh – blocks human secretory acid sphingomyelinase; Potency, µM (top dose mostly 57.5 µM), without a hit: top-dose activity change, negative = inhibition, usual class: inhibitors; P17405; AID 504937; actives 0.006% (n = 340,000); placental ASM, HMU-PC fluorogenic substrate, 60 min; further: potency means the concentration at half of the fitted maximal effect
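HMU-PC0 cleavage (9 uM final) by human placental ASM, 60 min at 37 °C following 10 min compound exposure at RT; stopped at pH 10, fluorescence Ex 386/Em 447 nm.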
USP2a inh – blocks human ubiquitin-specific protease USP2a | O75604 | Potency, µM (titrated, usually from 38.3 µM), for the others: top-dose activity change, negative = inhibition, usual class: inhibitors | AID 463254 | actives 0.01% (n = 330,000) | USP2 core, Ub-CHOP2 coupled fluorogenic reporter, 485/531;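 further: potency means the concentration at half of the fitted maximal effect; plate controls were DMSO wells for no effect and full inhibition by NEM control for full effect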
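USP2 core (10nM final) preincubated 30min RT with compound in 20mM Tris-HCl pH 8.0, 2mM CaCl2, 2mM beta-mercaptoethanol, 0.05% CHAPS; 25nM Ub-CHOP2 plus 25nM reporter substrate added, fluorescence (Ex485/Em531) read after 60min.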
* marks the source's active call; other numbers are inactive results; ? = inconclusive; · = not tested or not shown; [ ] = dose if it differs, or a comment. Unless noted, the call rests on the fitted dose curve; in most records, active means well fitted curve in the direction sought with a large enough effect; inconclusive means small, poorly fitted or top-dose-only effect, or another doubt; inactive means no such curve, though single readings can be large; an effect the other way counts as inactive or inconclusive.

SMILES	TSG101-PTAP inh	TRPV1 agonist	ELG1 genotoxic	uPA generation	a7 integrin act	BRCA1 expr act	B2AR arrestin	Eya2 inh	p53 reactivation	S-ASM inh	USP2a inh
CCSc1nnc(NC(=O)CSc2nc3c(c(=O)n2-c2ccccc2OC)SCC3)s1	-3.5%	-2.9	-3.8%	·	3.8%	-24.7%	0.2%	-3.9%	-17.2%	-5.2%	-2.9%
Cc1cc(C)n2ncc(C(=O)O)c2n1	-5.9%	-1.6	2.5%	-1.0%	15.8%	-1.2%	-0.1%	1.5%	0.3%	1.8%	1.8%
CCOc1ccc(C(C)=O)cc1CN1C(=O)C(=O)N(CC)C1=O	0.3%	2.3	1.9%	0.3%	-27.1%	-23.0%	-0.7%	-5.6%	0.1%	2.8%	2.1%
NC(=S)N/N=C/c1ccccc1[N+](=O)[O-]	-2.2%	6.4	3.8%	-1.8%	-3.0%	-8.2%	0.0%	5.7%	2.1%	1.4%	-1.2%
CCOCCCn1c(SCc2nc3ccccc3s2)nc2ccccc2c1=O	3.6%	-1.0	-7.9%	-5.1%	-27.7%	-73.9%	-1.3%	-5.7%	?	?	0.0%
CC1CCc2onc(C(=O)NCc3ccco3)c2C1 (stereo not drawn)	-8.8%	6.5	7.7%	-6.9%	-22.6%	-43.7%	-0.5%	8.8%	15.8%	5.3%	0.7%
COc1ccc(NC(=O)CS(=O)(=O)c2cn(CC(=O)N3CCCC3)c3ccccc23)c(OC)c1	-3.5%	0.3	-0.6%	0.8%	9.6%	23.4%	-0.2%	-18.7%	-4.0%	-0.2%	-6.1%
Fc1ccc(C2NC(=S)NC3=C2N2CCC3CC2)cc1 (stereo not drawn)	-5.4%	3.2	1.3%	-10.1%	5.8%	16.0%	-0.3%	13.0%	-2.7%	4.9%	7.5%
CSc1ncccc1C(=O)OCC(=O)c1cccs1	0.6%	7.5	0.3%	-10.9%	37.2%	1.7%	0.1%	6.6%	1.8%	3.1%	2.3%
CCOP(=O)(OCC)C(Nc1ccccn1)c1ccccc1 (stereo not drawn)	-1.2%	-1.3	1.1%	-0.6%	21.0%	-10.0%	-0.6%	4.7%	4.2%	-0.1%	3.2%
O=C(CSc1ncn[nH]1)NCCCc1ccccc1	-2.5%	3.2	-1.2%	13.9%	1.9%	-17.5%	0.1%	1.8%	-2.7%	1.1%	0.7%
CN(C)c1ccc(/C=C2\SC(=S)N(Nc3ncc(C(F)(F)F)cc3Cl)C2=O)cc1	?	19.6	0.3%	·	27.4%	13.5%	-0.9%	?	8.1%	-10.2%	9.7%
CCN(CC)C(=O)CSc1nnc(COc2ccc(OC)cc2)n1N	-1.3%	0.8	-3.2%	6.6%	0.0%	29.8%	0.1%	0.0%	3.6%	5.1%	2.1%
Cc1ccc(CN2CCN(CC(=O)NC(C)CCc3ccccc3)C2=O)cc1 (stereo not drawn)	0.4%	-3.5	-5.7%	0.3%	-30.1%	10.6%	-0.9%	13.1%	4.4%	-1.4%	1.3%
COC(=O)c1ccccc1NC(=O)CNc1cc(OC)c(OC)cc1C	0.3%	1.3	0.0%	6.5%	5.4%	-45.5%	0.2%	0.2%	-15.4%	-0.3%	-3.4%
O=C(/C=C/c1ccco1)N1CCN(S(=O)(=O)c2cccc([N+](=O)[O-])c2)CC1	-3.7%	·	0.5%	-3.1%	9.2%	-4.4%	-0.9%	-0.4%	-4.2%	-1.9%	9.1%
Cc1nnc(SCC(=O)NNC(=O)c2ccc(Cl)cc2)s1	0.2%	4.9	-0.4%	5.3%	6.7%	-6.8%	0.1%	0.2%	-0.8%	3.0%	2.7%
O=C(CSc1nc(-c2ccccc2)cs1)NCCCN1CCCC1=O	-3.0%	·	1.2%	-14.8%	-6.6%	0.1%	0.0%	2.7%	0.6%	2.4%	4.0%
Cc1ccsc1/C=N/NC(=O)CN1CCN(S(=O)(=O)c2ccc(Br)cc2)CC1	-8.9%	0.0	-2.1%	-5.1%	5.8%	-12.6%	-1.5%	1.3%	-2.3%	-2.0%	4.0%
CCC(c1nnc(SCC(=O)Nc2ccc(C(N)=O)cc2)n1Cc1ccccc1)N(C)C (stereo not drawn)	1.0%	-0.2	9.9%	-15.8%	-11.0%	-42.5%	0.0%	0.6%	-4.7%	-3.3%	2.8%
O=C(NCCN1C(=O)S/C(=C\c2ccccc2)C1=O)C1CCN(S(=O)(=O)c2cccs2)CC1	-1.4%	-4.5	1.8%	-7.2%	-37.9%	28.9%	-0.5%	3.0%	10.6%	-3.8%	-1.1%
O=S1(=O)CCC(NS(=O)(=O)/C=C/c2ccccc2)C1 (stereo not drawn)	·	-0.6	-1.8%	1.3%	-7.6%	6.9%	-1.0%	11.0%	-5.8%	-2.5%	-2.0%
O=C(COC(=O)c1ccccc1C(=O)c1ccccc1)NCc1ccc(F)cc1	-1.4%	?	1.8%	1.1%	-6.6%	-9.6%	-0.1%	-29.4%	0.9%	-2.2%	3.8%
O=S(=O)(Cc1noc(-c2ccc(OC(F)(F)F)cc2)n1)c1ccc(F)cc1	1.4%	·	-0.4%	-0.5%	16.4%	12.9%	-0.7%	7.9%	5.6%	-8.5%	3.7%
CCC(=O)Nc1nnc(SCCN2CCOCC2)s1	-1.0%	0.5	1.9%	-1.8%	1.5%	0.4%	-0.3%	-21.0%	6.1%	2.9%	4.1%

(listing goes on)
SMILES	TSG101-PTAP inh	TRPV1 agonist	ELG1 genotoxic	uPA generation	a7 integrin act	BRCA1 expr act	B2AR arrestin	Eya2 inh	p53 reactivation	S-ASM inh	USP2a inh
CC1(C)Cc2nc3sc(C(=O)NCCCO)c(N)c3cc2CO1	-5.9%	-0.8	?	-7.9%	21.4%	?	-0.6%	32.0%	3.6%	21.1%	0.1%
COc1ccc2nc3oc(C(=O)N4CCC(C(N)=O)CC4)cc3cc2c1	-3.1%	·	9.7%	0.4%	-21.9%	?	-0.3%	-13.9%	6.2%	125.6%[activator]	0.7%
CCc1cc(OCCCSc2nc(C)cc(=O)[nH]2)ccc1Cl	-5.6%	?	-5.9%	·	16.3%	-42.7%	-0.1%	16.1%	1.7%	-3.4%	4.3%
CC1=CC(=O)C=C(C)C1=NOc1ccc([N+](=O)[O-])cc1	-1.9%	-2.6	-9.3%	-1.7%	0.0%	-12.9%	-0.1%	1.2%	-1.3%	-1.2%	1.3%
CC(C)Cn1nnc2c(=O)oc3ccccc3c21	-2.1%	·	-3.0%	2.2%	0.7%	-16.5%	11.0%	5.8%	0.0%	-0.1%	0.1%
C=CCc1ccccc1OCCn1nnc2ccccc21	-3.0%	1.7	-0.2%	-8.5%	-5.4%	3.9%	3.1%	14.7%	?	4.2%	-0.3%
CC(C)(C)OC(=O)NCCCCCc1nnc(SCC(=O)Nc2cccc(Cl)c2)o1	-2.5%	-4.3	0.1%	-1.5%	-22.5%	7.2%	0.4%	-11.9%	0.1%	-5.0%	4.7%
CCOC(=O)c1oc2c(CN3CCN(CCO)CC3)c(O)c(CC)cc2c(=O)c1-c1nc2ccccc2s1	-3.8%	-0.5	-4.4%	4.3%	18.0%	-0.7%	-0.8%	2.6%	2.3%	12.8%	2.1%
COc1ccc(-c2cn(-c3ccc(SC(F)F)cc3)c3[n+]2CCC3)cc1OC	-0.6%	1.0	-0.9%	0.9%	-13.0%	-14.9%	-0.4%	-11.4%	8.4%	-1.4%	0.6%
CCN(CC(=O)Nc1c(F)cccc1F)C(=O)c1ccc(COc2ccccc2)o1	-5.1%	-1.4	-3.5%	-4.5%	11.3%	-2.1%	0.3%	-16.6%	3.6%	7.4%	1.7%
COC(=O)CC1COc2ccccc2N1C(=O)c1ccc(OC)cc1 (stereo not drawn)	-6.7%	3.2	0.4%	10.5%	-5.6%	13.3%	0.0%	1.6%	-0.1%	1.7%	1.6%
O=C(Nc1ccc(N2CCOCC2)c(Cl)c1)c1ccc([N+](=O)[O-])o1	-3.7%	?	?	?	-66.5%[inhibitor]	-86.7%	0.2%	-8.5%	-6.7%	-5.9%	-1.2%
Fc1ccccc1N1CCN(C(c2ccncc2)c2nnnn2C2CCCC2)CC1 (stereo not drawn)	-6.1%	14.0	0.0%	-4.9%	0.0%	72.5%	0.2%	20.5%	3.2%	-0.5%	0.5%
COC(=O)c1nc2n(n1)C(c1cccc(Cl)c1)C1=C(CCCC1=O)N2 (stereo not drawn)	-0.8%	3.4	13.5%	-4.9%	16.8%	2.0%	-0.8%	12.0%	-5.2%	12.2%	4.2%
Cc1cc(Nc2ccc(Br)cc2)nc2ccccc12	-4.5%	·	·	6.5%	-23.5%	4.5%	·	·	·	-1.1%	·
COc1cccc(CNC(=O)CCl)c1	0.7%	1.1	-1.4%	-2.3%	-1.3%	3.1%	0.2%	7.1%	?	2.0%	5.9%
Cc1nn(-c2ccccc2)c(C)c1NC(=O)COC(=O)c1cc([N+](=O)[O-])ccc1NCCO	-2.9%	-4.7	-12.3%	7.4%	-12.6%	3.6%	-0.6%	12.0%	-9.3%	-5.6%	2.1%
